# OXTR potentiate = potentiators of human oxytocin receptor; P30559; CHO-OTR cells, Fluo-8 calcium fluorescence, potentiator mode; 0% = oxytocin EC15, 100% = EC100; activation, % at 3 µM; actives 0.061% (n = 320,000);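 active = activation above that plate's cutoff, the mean activation of tested compounds plus 3 SD, cut at about 6.6% in these data, passing the limit was not always enough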;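 also: 100% uses oxytocin at 75 nM as the full agonist control; some results filed as inactive read as strong as hits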
#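 test system = CHO-OTR cells, human receptor | compound = single-point 3.0 µM | schedule = 6 min compound pre-incubation at room temperature, 100 s kinetic read | signal = Fluo-8 no-wash calcium dye fluorescence, excitation 470-495 nm, emission 515-575 nm | repeats = single well per compound, singlicate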
# MEKK2mut PB1 HTS = signal of MEK5 binding to mutant human MEKK2 PB1 domain. actives 0.35% (n = 290,000). bead flow cytometry, Alexa488-MEK5 binding to MEKK2 mutant. percent response, % at 10 µM. AID 1530; in the data active = percent response above about 24%, passing the limit was not always enough; also: inactives centre near 1; some results filed as inactive read as strong as hits; reference of the scale not given here
# OXTR ag = activates the human oxytocin receptor. CHO-OTR cells, Fluo-8 calcium fluorescence; normalized: DMSO 0%, oxytocin 100%. activation, % at 3 µM. actives 0.32% (n = 320,000);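 active = activation above the mean of all tested compounds plus 3 SD, cutoff set per screening run, cut at about 20% in these data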;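 also: peak over basal fluorescence ratio from a 100 s FLIPR kinetic read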
# GalR3 antagonist = human GalR3 antagonism; O60755; HEK293 GalR3-CNG cAMP membrane potential fluorescence; galR3 body fused to GalR1 C-terminus; inhibition, % at 3 µM; actives 0.44% (n = 360,000);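 active = inhibition above the screen-wide average plus 3 SD, cut at about 13% in these data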;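 also: forskolin and galanin both at EC90 stimulate the cells; cAMP rise reported by CNG channel membrane potential dye signal; 0% = forskolin plus galanin with DMSO and 100% = forskolin alone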
# Target sequence (O60755 1-299 limits assumed): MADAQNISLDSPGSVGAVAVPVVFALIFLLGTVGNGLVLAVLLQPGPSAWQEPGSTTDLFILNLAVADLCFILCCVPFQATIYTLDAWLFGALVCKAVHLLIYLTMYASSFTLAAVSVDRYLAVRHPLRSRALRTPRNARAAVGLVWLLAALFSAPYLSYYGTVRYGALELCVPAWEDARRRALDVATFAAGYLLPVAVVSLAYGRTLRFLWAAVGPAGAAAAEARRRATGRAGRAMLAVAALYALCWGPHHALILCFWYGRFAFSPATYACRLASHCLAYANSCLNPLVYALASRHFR
# V1aR counter = counter-screen for oxytocin receptor agonists: human V1a receptor agonists; CHO-V1R cells, Fluo-8 calcium fluorescence, agonist mode; 0% DMSO, 100% 3 nM vasopressin; actives 0.25% (n = 320,000); activation, % at 3 µM; P37288;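 active = activation above the mean activation of all tested compounds plus 3 SD, per screening run, cut at about 20% in these data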;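 also: signal is peak over basal fluorescence ratio across a 100 second FLIPR read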
# Target sequence (P37288 whole entry, looked up): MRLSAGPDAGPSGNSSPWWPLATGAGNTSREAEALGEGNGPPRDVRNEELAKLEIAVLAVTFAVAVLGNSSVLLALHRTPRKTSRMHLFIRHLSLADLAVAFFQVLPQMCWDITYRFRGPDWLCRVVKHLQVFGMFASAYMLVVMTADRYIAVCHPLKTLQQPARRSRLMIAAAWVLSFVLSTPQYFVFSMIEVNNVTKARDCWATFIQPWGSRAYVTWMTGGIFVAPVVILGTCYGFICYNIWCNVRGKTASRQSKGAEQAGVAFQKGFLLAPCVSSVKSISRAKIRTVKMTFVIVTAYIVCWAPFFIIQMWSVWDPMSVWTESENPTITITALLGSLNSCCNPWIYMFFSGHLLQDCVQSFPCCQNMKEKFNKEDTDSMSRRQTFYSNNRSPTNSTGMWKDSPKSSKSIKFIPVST
# PfM18AAP inh = PfM18AAP enzyme inhibition; recombinant PfM18AAP, H-Glu-NHMec fluorogenic cleavage; inhibition, % at 7.35 µM; actives 1.2% (n = 290,000); AID 1822;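 active = inhibition above the campaign mean inhibition over all tested compounds plus 3 SD, cut at about 28% in these data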;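 also: 0% = plate median of test compound wells and 100% = 2 mM ZnCl2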
# MEKK2wt PB1 HTS = raises or lowers MEK5 binding to wildtype human MEKK2 PB1 domain; bead flow cytometry, Alexa488-MEK5 binding to MEKK2 WT; actives lie on both sides; binding response (% of control), % at 10 µM; actives 1.1% (n = 290,000); in the data active = binding response below about 67% or above about 130%
# GPR7 antag = blocks human GPR7 receptor signaling | GPR7-expressing cells, fluorescence antagonist assay | inhibition, % at 4.4 µM | actives 1.1% (n = 290,000) | AID 1861; in the data active = inhibition above about 16%, passing the limit was not always enough;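 also: cells stimulated with the agonist NPW; 0% = agonist with vehicle and 100% = vehicle without agonist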
# Target sequence (P48145 whole entry, looked up): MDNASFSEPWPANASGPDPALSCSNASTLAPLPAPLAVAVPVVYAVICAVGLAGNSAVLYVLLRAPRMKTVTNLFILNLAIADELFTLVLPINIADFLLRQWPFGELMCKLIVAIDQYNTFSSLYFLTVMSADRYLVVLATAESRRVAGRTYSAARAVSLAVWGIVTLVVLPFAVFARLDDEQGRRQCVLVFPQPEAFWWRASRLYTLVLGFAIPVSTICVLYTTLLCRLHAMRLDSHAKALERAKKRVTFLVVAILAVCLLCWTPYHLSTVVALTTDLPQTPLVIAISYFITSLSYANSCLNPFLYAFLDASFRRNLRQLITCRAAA
# NALP1 inh = blocks the NALP1 inflammasome reconstituted in yeast; S. cerevisiae NALP1/ASC/caspase-1 growth, X-gal OD620, 72 h; inhibition, % at 10 µM; actives 0.61% (n = 280,000); AID 2071; in the data active = inhibition mostly above about 24%, no sharp cut-off; inactive = mostly below about 32%; also: some compounds called inactive have numbers as strong as hits
# Active calls of the source: *; / = not tested or not shown. This is a random part of the collection; 4.1% or so of the library scored in one or more.
SMILES,OXTR potentiate,MEKK2mut PB1 HTS,OXTR ag,GalR3 antagonist,V1aR counter,PfM18AAP inh,MEKK2wt PB1 HTS,GPR7 antag,NALP1 inh
CN(C)c1ccc(/C=C(/NC(=O)c2ccccc2)C(=O)N/N=C/c2ccc([N+](=O)[O-])c(O)c2)cc1,-11,0,19,-7,10,27,95,5,32
CC1(C)CC(=O)C(C=NCCCN2CCCC2=O)=C(O)C1,0,8,0.9,0,-0.4,-5,111,-9,12
CCOC(=O)N1CCN(CC(=O)Nc2nnc(C(F)(F)F)s2)CC1,-10,1,-0.6,-3,0.8,-14,104,-2,-78
O=C1COc2ccc(C(=O)COC(=O)Cc3ccc(F)cc3)cc2N1,-14,/,1.1,-2,1.0,/,/,/,/
Cc1ccc(S(=O)(=O)N2CCCCC2)cc1NC(=O)CSc1ncccn1,3,/,1.4,-6,0.5,/,/,/,/
Cc1ccc(NC(=O)Nc2cnccn2)c(C)c1,1,-6,-0.6,-2,-1.1,17,95,5,29
COc1ccc(-n2nc(C(=O)NCC(=O)N3CC(C)CC(C)C3)c3ccccc3c2=O)c(OC)c1 (stereo unspecified),-9,-8,-1.0,-8,0.1,-2,92,-6,-6
COCCCN1CC(=O)N2C(c3ccc(C)cc3)c3[nH]c4ccccc4c3C[C@H]2C1=O (stereo partly specified),-6,14,1.9,-8,1.2,-3,104,14,3
S=c1[nH]ncn1/N=C/c1ccccc1,-4,-3,1.1,3,0.7,18,101,3,-13
C[C@@]12C(=O)N(CC3CC3)CC(=O)N1[C@H](/C=C/c1ccccc1)[C@@H]1C(=O)N(c3ccccc3)C(=O)[C@@H]12,4,-8,-0.2,-1,0.6,3,95,-2,17
Cc1cc(NC(=O)CSc2ccc3nnc(-c4ccc(Cl)cc4)n3n2)no1,-8,4,-0.2,-4,0.0,-16,105,5,24
CCC(=O)N1CCc2cc(Br)cc(S(=O)(=O)CCC(=O)NCCc3ccccc3)c21,-17,-4,-0.1,-2,-0.6,-3,92,-8,20
O=C(/C=C/C=C/c1ccccc1)c1ccco1,-3,6,-1.3,-9,0.5,7,90,15,10
CCOc1ccc(NC(=S)N2CCN(C/C=C/c3ccccc3)CC2)cc1,-22,-4,-0.5,-1,0.5,8,92,-15,5
O=C(CSc1nc2ccccc2s1)CSc1nc2ccccc2s1,-10,-5,-1.8,7,-0.6,12,96,3,24
CCOc1ccc(-c2nc(-c3cccs3)c(CC(=O)O)s2)cc1OC,-1,-6,-0.9,0,-0.1,-11,93,4,-5
O=C(O)CCc1ccc(-c2ccc(F)cc2)n1NC(=O)c1ccco1,-12,4,0.7,-1,0.0,1,101,0,5
O=C(NCCCNC(=O)c1ccco1)c1ccc(Cl)c(Cl)c1,-2,-2,2.5,-8,4.1,-7,101,-4,22
CC(Oc1ccccc1)C(=O)Nc1ccccc1F (stereo unspecified),7,6,-1.5,-2,-0.2,4,111,0,9
CCOC(=O)Cn1c(=O)c2c(nc(Br)n2Cc2ccccc2Cl)n(C)c1=O,-3,6,-0.8,-4,2.1,-1,105,-10,9
COc1ccc(CSc2nc(C)cc(=O)[nH]2)cc1,-19,7,-0.2,1,-0.1,-1,109,-4,10
O=C(CCNC(=O)C1CCN(S(=O)(=O)c2ccc(F)cc2)CC1)NCCc1ccc(Cl)cc1,-1,6,-0.7,1,4.0,4,102,6,-8
CCOc1ccc(N2C(=O)CC(N3CCOCC3)C2=O)cc1 (stereo unspecified),-2,-1,-1.0,0,-0.4,5,102,-4,27
CCSc1nc(O)cc(=O)n1CC,-1,1,5.0,-4,25*,1,102,-22,3
O=C(O)CCC(=O)Nc1ccc(-c2nc3ccc(C(=O)c4ccccc4)cc3[nH]2)cc1,-1,-1,-0.6,-7,1.8,-5,99,5,11
O=C(O)C1CC=CCC1C(=O)N1CCCC1 (stereo unspecified),-6,4,1.2,-1,1.1,-3,101,-4,9
COc1ccc(C(CNC(=O)C(C)c2ccc3cc(OC)ccc3c2)N(C)C)cc1 (stereo unspecified),-9,3,3.0,-11,3.2,-2,108,-4,2
CNS(=O)(=O)c1cccc(C(=O)OCC(=O)Nc2ccccc2F)c1,-13,/,0.7,11,0.0,3,/,5,-26
O=C(Nc1ccccc1)c1ccc(S(=O)(=O)N(CCO)CCO)cc1,-2,7,0.3,2,1.0,6,104,2,-2
COc1ccc(C2(C(=O)Nc3c(C)n(C)n(-c4ccccc4)c3=O)CCCC2)cc1OC,-3,2,-0.7,-2,0.2,-5,98,-14,5

# 11 structures already listed, arranged by SMILES length, lowest first:
SMILES,OXTR potentiate,MEKK2mut PB1 HTS,OXTR ag,GalR3 antagonist,V1aR counter,PfM18AAP inh,MEKK2wt PB1 HTS,GPR7 antag,NALP1 inh
CCSc1nc(O)cc(=O)n1CC,-1,1,5.0,-4,25*,1,102,-22,3
O=C(O)C1CC=CCC1C(=O)N1CCCC1 (stereo unspecified),-6,4,1.2,-1,1.1,-3,101,-4,9
CC(Oc1ccccc1)C(=O)Nc1ccccc1F (stereo unspecified),7,6,-1.5,-2,-0.2,4,111,0,9
CCOc1ccc(N2C(=O)CC(N3CCOCC3)C2=O)cc1 (stereo unspecified),-2,-1,-1.0,0,-0.4,5,102,-4,27
CCOc1ccc(-c2nc(-c3cccs3)c(CC(=O)O)s2)cc1OC,-1,-6,-0.9,0,-0.1,-11,93,4,-5
CNS(=O)(=O)c1cccc(C(=O)OCC(=O)Nc2ccccc2F)c1,-13,/,0.7,11,0.0,3,/,5,-26
CCOC(=O)Cn1c(=O)c2c(nc(Br)n2Cc2ccccc2Cl)n(C)c1=O,-3,6,-0.8,-4,2.1,-1,105,-10,9
COc1ccc(C(CNC(=O)C(C)c2ccc3cc(OC)ccc3c2)N(C)C)cc1 (stereo unspecified),-9,3,3.0,-11,3.2,-2,108,-4,2
COc1ccc(C2(C(=O)Nc3c(C)n(C)n(-c4ccccc4)c3=O)CCCC2)cc1OC,-3,2,-0.7,-2,0.2,-5,98,-14,5
O=C(O)CCC(=O)Nc1ccc(-c2nc3ccc(C(=O)c4ccccc4)cc3[nH]2)cc1,-1,-1,-0.6,-7,1.8,-5,99,5,11
O=C(CCNC(=O)C1CCN(S(=O)(=O)c2ccc(F)cc2)CC1)NCCc1ccc(Cl)cc1,-1,6,-0.7,1,4.0,4,102,6,-8

# (continued)
SMILES,OXTR potentiate,MEKK2mut PB1 HTS,OXTR ag,GalR3 antagonist,V1aR counter,PfM18AAP inh,MEKK2wt PB1 HTS,GPR7 antag,NALP1 inh
Nc1ncc([N+](=O)[O-])c(N2CCCCCC2)n1,3,-1,1.4,-6,1.3,3,101,-6,17
COC(=O)c1ccccc1S(=O)(=O)N1CCC(NC(=O)C(Cc2cccc(OC)c2OC)NC(C)=O)CC1 (stereo unspecified),/,7,/,-8,/,-1,104,2,9
Cc1cccc(NC(=O)c2ccccc2NC(=O)CCC(=O)O)c1,-2,-1,0.9,-2,0.3,0,102,2,28
O=C(N/N=C/C(Br)=C\c1ccccc1)c1n[nH]c2c1CCC2,-6,/,-0.4,-10,-0.2,3,/,19,17
CCOc1ccc(CCNC(=O)COC(=O)Cc2ccc(F)cc2)cc1OCC,1,/,-2.3,-1,6.5,/,/,/,/
COc1ccc(-c2coc3cc(O)cc(O)c3c2=O)cc1OC,-5,30,1.0,6,0.9,4,116,-5,/
COc1ccc(CCNC(=O)CSCc2n[nH]c(=O)[nH]2)cc1OC,0,5,0.2,2,0.2,7,111,-1,21
CC1CN(C(=O)CCC(=O)NCc2ccccc2)c2ccccc2O1 (stereo unspecified),-3,1,-0.1,/,1.4,-5,104,-9,5
Cc1cc(C)cc(OCc2ccc(C(=O)N3N=C(C(F)F)CC3(O)C(F)F)o2)c1 (stereo unspecified),-11,/,-1.2,-5,0.3,1,/,-9,/
CC(C)(C)c1ccc(OCc2ccc(C(=O)Nc3cccnc3)o2)cc1,-11,-2,5.5,-5,6.7,3,96,-7,11
CCOC(=O)N1CCN(C(=O)c2cnn3c(C(F)(F)F)cc(-c4cccs4)nc23)CC1,-12,-3,-2.7,-5,-1.5,1,95,-7,4
Cc1cccc(C(=O)N2CCCC(Nc3ccc(C(C)C)cc3)C2)n1 (stereo unspecified),-8,1,0.1,0,2.3,4,103,-13,7
COc1ccc(Cl)cc1NC(=O)CC(C)c1ccccc1 (stereo unspecified),-5,9,-2.6,-1,-1.3,5,109,-5,1
Cc1sc(NC(=O)C2=COCCO2)nc1-c1ccc(Cl)cc1,-7,/,-2.1,-8,-0.5,/,/,/,/
COc1cc(C(=O)NNC(=O)c2ccc(S(=O)(=O)N3CCCCC3)cc2)cc(OC)c1OC,7,-1,-1.0,-1,0.8,6,96,2,11
Cn1c(=O)[nH]c(=O)c2c1nc(N1CCCCC1)n2CCCSc1nc2ccccc2s1,-14,7,-2.5,8,-1.2,9,113,-17,16
Cn1c(CN2CCCC2)nc2cc(NS(=O)(=O)c3ccc(Cl)cc3)ccc21,-7,18,19,-8,17,2,112,10,23
O=C(NC1CCCC1)C1=COCCO1,-8,-1,-0.4,-1,3.9,-8,99,-5,21
O=C(Oc1ccc(C(=S)N2CCCCC2)cc1)c1ccccc1,-7,-12,-1.4,4,-0.7,37*,81,26*,4
C(=NC12CN3CN(CN(C3)C1)C2)c1ccc2c(c1)OCO2,1,-5,1.3,-3,0.2,-10,99,-1,9
CCOC(=O)c1cc2c(=O)n3ccccc3nc2n(C)c1=NC(=O)c1c(-c2c(F)cccc2Cl)noc1C,-3,/,1.3,-5,-0.5,/,/,/,/
O=C(O)c1ccc(/C=C2\SC(=S)N(Nc3ccccc3)C2=O)cc1,-1,3,-0.1,-6,1.2,12,104,-12,40
CCOc1ccc(OCC)c(NC(=O)Cn2c(C)nc3ccccc3c2=O)c1,-3,-9,-0.4,4,0.0,7,89,4,2
Cc1ccc(C(=O)COC(=O)CNC(=O)c2ccccc2)s1,-3,/,1.0,3,0.2,/,/,/,/
O=C(CSc1nnc(-c2ccc(O)cc2)n1Cc1ccco1)N1CCc2ccccc2C1,-3,3,-0.1,-5,1.8,-20,99,-14,11
NS(=O)(=O)c1cccc(NC(=O)CN2CCN(Cc3ccc4c(c3)OCO4)CC2)c1,0,-2,0.2,1,1.1,-1,101,-6,/
COc1ccc(Cl)cc1S(=O)(=O)N1CCN=C1c1ccccc1,3,3,1.0,0,1.0,-19,104,-3,18
Cc1cccc(NC(=O)CSc2nnc(NC(=O)CN3CCOCC3)s2)c1,-3,3,0.6,3,2.2,4,105,-3,3
O=C(/C=C/c1ccccc1[N+](=O)[O-])Nc1ccccc1,-10,-8,0.0,-6,-0.2,-3,97,-7,17
CCc1ccc(-c2ccc3nnc(SCC(=O)NCC4CCCO4)n3n2)cc1 (stereo unspecified),-5,/,-2.6,-3,-1.8,/,/,/,/
COc1ccc(-n2c(SCc3cccnc3)nc3c(c2=O)SCC3)cc1OC,/,-9,/,-6,/,-4,83,1,9
CC1=NN(C(N)=S)C(=O)C1N=Nc1ccc(O)cc1 (stereo unspecified),/,-5,/,1,/,29*,91,0,-22
Cc1cccc([C@@H]2[C@@H]3C(=O)N(Cc4ccccc4)C(=O)[C@@H]3[C@]3(Cc4ccccc4)C(=O)N(c4cccc(Cl)c4)C(=O)N23)c1,-9,/,1.3,-1,1.7,/,/,/,/

# Bioassay records (PubChem)
